Assay outcomes deposited in PubChem by The Scripps Research Institute Molecular Screening Center.
CHRM5 PAM: positive allosteric modulators of human muscarinic M5 receptor; 360,000 tested, 0.3% active; P08912; AID 624038; activation, % at 3 µM; CHO-K1 hM5, Fluo-8 calcium, ACh EC20 PAM; 0% = ACh EC20, 100% = ACh EC100;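 active means activation above the run cutoff, the mean activation of all test compounds plus 3 SD, cut at about 18% in these data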
Target sequence (P08912 whole entry, looked up): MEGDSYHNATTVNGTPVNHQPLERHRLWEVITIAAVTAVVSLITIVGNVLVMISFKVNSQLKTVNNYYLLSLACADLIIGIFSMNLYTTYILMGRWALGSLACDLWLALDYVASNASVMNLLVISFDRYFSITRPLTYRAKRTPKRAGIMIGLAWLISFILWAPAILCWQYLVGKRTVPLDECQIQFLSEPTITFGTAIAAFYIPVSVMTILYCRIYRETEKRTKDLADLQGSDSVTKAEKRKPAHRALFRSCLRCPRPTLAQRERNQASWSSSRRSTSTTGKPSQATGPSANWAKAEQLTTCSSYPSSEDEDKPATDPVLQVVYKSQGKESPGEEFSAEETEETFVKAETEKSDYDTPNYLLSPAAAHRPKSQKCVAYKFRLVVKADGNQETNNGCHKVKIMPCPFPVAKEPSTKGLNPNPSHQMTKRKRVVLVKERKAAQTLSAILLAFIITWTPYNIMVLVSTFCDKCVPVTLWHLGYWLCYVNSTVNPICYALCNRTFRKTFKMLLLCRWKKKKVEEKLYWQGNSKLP
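Replicates: One well per compound, no replicates | System: Human M5 receptor in CHO-K1 cells | Benchmarks: Low control EC20 acetylcholine (0%), high control EC100 acetylcholine (100%) | Probe or stimulus: Acetylcholine, EC20 level | Times: Fluo-8 loading 80 min at 37 °C plus 30 min room temperature | Signal: Intracellular calcium via Fluo-8 fluorescence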
M5 ag: agonists of human muscarinic M5 receptor (CHRM5); P08912; CHO-K1 hM5 cells, Fluo-8 calcium fluorescence; 0% DMSO wells, 100% maximal acetylcholine response; activation, % at 3 µM; 360,000 tested, 0.19% active; AID 624037;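 active means activation above the run's mean over test compounds plus 3 SD, cut at about 23% in these data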;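 further: signal is peak over basal fluorescence ratio across the kinetic read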
CHRM4 agonist: agonists of human muscarinic M4 receptor (CHRM4). P08173. CHO-K1 hM4/Gqi5, Fluo-8 calcium fluorescence; vehicle 0%, full acetylcholine response 100%. activation, % at 3 µM. 360,000 tested, 0.14% active;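 active means activation above the run mean over all test wells plus 3 SD, cut at about 32% in these data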;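 further: peak over basal fluorescence ratio per well then scaled between controls; 0% = DMSO wells and 100% = acetylcholine at EC100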
Target sequence (P08173 whole entry, looked up): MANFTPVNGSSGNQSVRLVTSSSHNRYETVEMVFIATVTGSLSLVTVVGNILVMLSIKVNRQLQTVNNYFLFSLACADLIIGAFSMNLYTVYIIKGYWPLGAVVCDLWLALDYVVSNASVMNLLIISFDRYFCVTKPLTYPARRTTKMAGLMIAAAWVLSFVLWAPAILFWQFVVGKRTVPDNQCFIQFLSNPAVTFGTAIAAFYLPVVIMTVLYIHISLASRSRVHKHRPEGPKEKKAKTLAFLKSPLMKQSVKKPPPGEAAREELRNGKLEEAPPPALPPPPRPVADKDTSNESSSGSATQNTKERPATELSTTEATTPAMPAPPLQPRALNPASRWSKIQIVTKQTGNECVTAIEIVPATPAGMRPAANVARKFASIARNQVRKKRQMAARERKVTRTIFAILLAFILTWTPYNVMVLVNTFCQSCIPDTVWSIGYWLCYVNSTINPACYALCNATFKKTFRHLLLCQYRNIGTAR
M1 PAM parental: counter-screen for M1 PAMs: effect in parental CHO-K1 cells. ATP EC20, Fluo-8 calcium fluorescence; 0% at ATP EC20, 100% at ATP max. activation, % at 3 µM. 360,000 tested, 0.02% active. AID 602247;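 active means activation above the run cutoff, the mean activation of all test compounds plus 3 SD, cut at about 40% in these data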;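 further: peak over basal fluorescence ratio in a 140 s read after ATP addition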
M4 PAM: CHRM4 positive allosteric modulation | P08173 | CHO-K1 hM4/Gqi5, Fluo-8 calcium fluorescence, ACh EC20; 0% = ACh EC20, 100% = maximal ACh | activation, % at 3 µM | 360,000 tested, 0.4% active | AID 624126;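 active means activation above its plate's cutoff, the mean activation of sample wells plus 3 SD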; further: some results filed as inactive read as strong as hits
M1 ag parental: M1 agonist counterscreen hit in parental CHO-K1 cells; 360,000 tested, 0.48% active; activation, % at 3 µM; Fluo-8 calcium fluorescence; scaled to maximal ATP response, vehicle zero; in the data active means activation above about 15%;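 further: untransfected CHO-K1 host cells lacking M1 receptor as counterscreen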
CHRM5 antagonist: antagonists of human muscarinic M5 receptor (CHRM5); P08912; CHO-hM5 cells, Fluo-8 calcium fluorescence, ACh EC80; inhibition, % at 3 µM; 360,000 tested, 0.59% active;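 active means inhibition above a per-plate cutoff, the mean of that plate's test compounds plus 3 SD, cut at about 27% in these data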;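 further: 0% = acetylcholine EC80 with DMSO and 100% = DMSO without agonist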
M4 antag: antagonists of human muscarinic M4 receptor (CHRM4); P08173; inhibition, % at 3 µM; AID 624125; 360,000 tested, 0.73% active; CHO-hM4 cells, ACh EC80, Fluo-8 calcium fluorescence;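 active means inhibition above its plate's cutoff, the mean inhibition of sample wells plus 3 SD, cut at about 27% in these data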;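 further: 0% = acetylcholine EC80 with DMSO and 100% = DMSO without agonist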
CHO-K1 Ca antag: counter-screen for M1 antagonists: effect in parental CHO-K1 cells; ATP-induced calcium, Fluo-8 fluorescence; inhibition, % at 3 µM; 360,000 tested, 0.6% active;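 active means inhibition above a per-plate cutoff, the plate's mean sample inhibition plus 3 SD, cut at about 24% in these data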;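 further: 0% = DMSO plus EC80 ATP and 100% = DMSO alone without ATP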
* marks the source's active call; other numbers are inactive results; & = joins results of further samples.

SMILES	CHRM5 PAM	M5 ag	CHRM4 agonist	M1 PAM parental	M4 PAM	M1 ag parental	CHRM5 antagonist	M4 antag	CHO-K1 Ca antag
O=C(N/N=C\c1ccc(Cl)cc1)C1=NOC2COC3(CCN(c4ccc([N+](=O)[O-])cc4)CC3)OCC12 (configuration not stated)	0	6	4	-1	-13	4.6	-6	1	3
O=C(CN1C(=O)NC2(CCc3ccccc32)C1=O)Nc1ccccc1OC(F)F (configuration not stated)	7	10	2	2	1	1.0	4	5	-1
O=C(CSc1nc2ccc(Nc3nc(N4CCCC4)nc(N4CCCC4)n3)cc2s1)NCc1ccco1	3	1	0	11	-4	0.7	-6	-2	-5
COc1ccc(C)cc1Cn1nnc2ccccc21	5	-6	-1	-6	5	-0.7	11	3	5
O=C(c1ccc2nc3ccccc3c(=O)n2c1)N1CCN(Cc2ccc3c(c2)OCO3)CC1	-6	3	7	18	-3	3.3	5	2	-37
COc1ccc(C(CNC(=O)CN(C)S(=O)(=O)c2ccc(C)cc2)N2CCCC2)cc1 (configuration not stated)	8	-3	0	17	-2	0.5	3	-3	-14
O=C(Nc1ccc(S(=O)(=O)NC2=NCCCCC2)cc1)c1ccc2ccccc2n1	-2	0	5	17	11	0.8	9	-9	-17
O=C(c1ccc(OC2CCN(CCc3ccccc3)CC2)cc1)N1CCCCC1CCCO (configuration not stated)	-10	-6	3	20	-12	0.9	26	22	-8
CC1CCCCN1CCNC(=O)C1CCN(S(=O)(=O)c2cccc3nsnc23)CC1 (configuration not stated)	-1	-10	2	11	-7	0.4	1	-6	-17
CN(C)C(=O)CSc1nc(-c2ccccc2)nc2c1CCCC2	-3	-3	0	6	7	0.5	-1	1	2
CCOc1ccc(/C=C2/Sc3ccc(C(=O)NCC4CCCO4)cc3N(C)C2=O)cc1OC (configuration not stated)	-2	1	8	14	-2	5.1	-3	-7	-14
CCCNS(=O)(=O)c1cccn1-c1ncc(C(F)(F)F)cc1Cl	10	-8	0	9	-2	0.3	-8	1	-3
CC(C)c1ccc(NC(=O)C2CCN(C(=O)[C@@H]3Cc4ccccc4CN3)CC2)cc1	5	-6	4	5	-7	2.0	-3	-3	1
O=C(Nc1ccc(-c2csnn2)cc1)C1CC1	-6	-2	1	29	-4	2.3	4	-2	-9
Cc1c(Cl)c(C(=O)NNC(=S)NCc2ccco2)nn1C	-5	1	5	5	8	0.2	4	-8	3
Cc1sc(NC(=S)NC(=O)c2ccco2)c(C#N)c1C	2	0	1	0	2	0.5	6	0	1
CC(C)Cn1c(N)c(C(=O)COC(=O)C2CCCCC2)c(=O)n(C)c1=O	-18	6	16	2	-11	6.2	16	6	1
COc1ccc2nc(NC(=O)CSC(C)C(=O)Nc3cc(C)on3)sc2c1 (configuration not stated)	-4	2	1	-10	-1	0.8	-2	7	-3
CCS(=O)(=O)Nc1ccc(C2=NN(C(=O)c3ccco3)C(c3ccco3)C2)cc1 (configuration not stated)	8	-1	0	21	4	1.2	3	0	-10
O=C(NCC1CCCO1)C(Cc1ccccc1)N1C(=O)C2C3C=CC(C4CC34)C2C1=O (configuration not stated)	-7	0	7	23	-5	3.6	9	5	-13
COc1ccc(C2CC(c3ccccc3)Nc3nc(NC(=O)c4ccco4)nn32)cc1 (configuration not stated)	0	0	2	14	1	-0.1	2	-10	-12
COC(=O)c1sccc1NC(=O)c1cc(OC)cc(OC)c1	3	-8	0	25	0	1.0	2	5	-13
CCCn1cnc2c(SCc3ccccc3Cl)nc(N)nc21	0	-4	3	12	5	0.0	11	-2	5
O=[N+]([O-])c1ccc(S(=O)(=O)c2cccc(C(F)(F)F)c2)nc1	-2	-2	3	5	-6	1.1	17	46*	10
COC(=O)c1ccc(Cn2c(C)c(C(=O)Nc3cccc(Oc4ccccc4)c3)sc2=O)o1	-18	8	19	1	-5	5.1	19	3	13
COc1ccc(NC(C)=O)cc1S(=O)(=O)Nc1ccc(S(=O)(=O)N2CCCCC2)cc1	6	2	1	7	5	0.6	6	-14	-9
O=C(COC(=O)c1ccccc1[N+](=O)[O-])NCCCc1ccccc1	-8	-2	5	-7	3	0.4	13	-11	-6
CC[C@]1(C(=O)OC)[C@H]2C(=O)N(Cc3ccccc3)C(=O)[C@H]2[C@H]2CN=C(SCc3ccc(C)cc3)N21	-3	-2	1	-2	0	-0.3	-4	-10	-7
CC1CC(C)CN(C(=O)c2ccc3ccccc3c2)C1 (configuration not stated)	-4	-2	-1	5	-2	-0.7	15	-6	0
Cc1nc2ccccc2c(=O)n1NC(=O)c1ccccc1Br	-1	-3	1	2	11	-0.1	-3	-17	-5
ClC(CCN1CCN(Cc2ccccc2)CC1)c1ccccc1 (configuration not stated)	10	-10	0	-8	-2	0.4	-9	-6	2
CC(C)N(C(=O)CSc1nnc(CN2CCCCCC2=O)n1-c1ccccn1)C(C)C	2	-2	2	16	13	0.3	-4	-4	-20
CCCCOc1ccc(/C=N/NC(=S)Nc2cc(C)ccc2C)cc1	-4	2	0	-5	-5	1.7	-2	0	28*
CN(C)C(=O)c1nc(C#N)c(N(C)C)o1	-6	-1	-1	19	9	0.5	5	-2	-14
CC1(C2CCC3(C)OC3C2)CO1 (configuration not stated)	-1	1	1	8	11	0.5	1	-21	1
O=C(Nc1ccc(N2CCN(c3ccc(O)cc3)CC2)cc1)Oc1ccccc1	-3	3	4	20	-4	1.6	6	-6	-21
CN(C(=O)c1cccc(OC2CCN(S(=O)(=O)N(C)C)CC2)c1)C1CCOC1 (configuration not stated)	-11	-1	2	-14	-9	0.4	12	2	2
O=C(COC(=O)Cn1cnc2ccccc21)Nc1cccc(S(=O)(=O)N2CCOCC2)c1	0	-2	1	14	0	0.5	-4	-2	-4
O=C1NCCN1C(=O)C12CC3CC(CC(C3)C1)C2	-1	-3	1	-7	-4	-0.2	6	8	18
C=CC[C@@H](CC(=O)N(CCO)Cc1ccccc1)C(=O)N[C@H](COC(=O)[C@H](CC=C)CC(=O)OC(C)(C)C)Cc1c[nH]c2ccccc12	-5	0	8	2	-8	1.4	6	-3	-1
COc1ccc(N2CC(NC(=O)N3CCN(c4ccccc4)CC3)CC2=O)cc1 (configuration not stated)	-2	2	4	20	-5	16*	9	1	-5
Cn1c(O)c(C=NCCCCCC(=O)O)c(=O)n(C)c1=O	6	1	0	15	-3	1.2	-3	2	-4
CN1C(C(=O)Nc2ccc(F)cc2F)=CC(c2ccco2)=NS1(=O)=O	-1	4	2	7	-4	0.5	-5	-5	-6
Cc1ccc(SCCC(=O)OC(C(=O)NC(N)=O)C(C)C)cc1 (configuration not stated)	-1	-1	5	4	-4	2.8	8	0	-10
Oc1ccc(C2C(c3ccccc3)=NN=C(c3ccccc3F)N2O)c(O)c1 (configuration not stated)	2	0	0	19	-1	3.8	2	9	-2

Part of the list above, field by field:
Molecule: COc1ccc(N2CC(NC(=O)N3CCN(c4ccccc4)CC3)CC2=O)cc1 (configuration not stated)
  CHRM5 PAM: -2 | M5 ag: 2 | CHRM4 agonist: 4 | M1 PAM parental: 20 | M4 PAM: -5 | M1 ag parental: 16* | CHRM5 antagonist: 9 | M4 antag: 1 | CHO-K1 Ca antag: -5

Molecule: Cn1c(O)c(C=NCCCCCC(=O)O)c(=O)n(C)c1=O
  CHRM5 PAM: 6 | M5 ag: 1 | CHRM4 agonist: 0 | M1 PAM parental: 15 | M4 PAM: -3 | M1 ag parental: 1.2 | CHRM5 antagonist: -3 | M4 antag: 2 | CHO-K1 Ca antag: -4

Molecule: CN1C(C(=O)Nc2ccc(F)cc2F)=CC(c2ccco2)=NS1(=O)=O
  CHRM5 PAM: -1 | M5 ag: 4 | CHRM4 agonist: 2 | M1 PAM parental: 7 | M4 PAM: -4 | M1 ag parental: 0.5 | CHRM5 antagonist: -5 | M4 antag: -5 | CHO-K1 Ca antag: -6

Molecule: Cc1ccc(SCCC(=O)OC(C(=O)NC(N)=O)C(C)C)cc1 (configuration not stated)
  CHRM5 PAM: -1 | M5 ag: -1 | CHRM4 agonist: 5 | M1 PAM parental: 4 | M4 PAM: -4 | M1 ag parental: 2.8 | CHRM5 antagonist: 8 | M4 antag: 0 | CHO-K1 Ca antag: -10

More records follow.
SMILES	CHRM5 PAM	M5 ag	CHRM4 agonist	M1 PAM parental	M4 PAM	M1 ag parental	CHRM5 antagonist	M4 antag	CHO-K1 Ca antag
Cc1cc(C)n2nc(-c3sccc3-n3cccc3)cc2n1	4	-10	-3	2	15	-0.6	-4	-1	-16
CCCCOc1ccc(C(=O)NCC2(c3ccc(OC)cc3)CCOCC2)cc1	-4	-7	-2	7	15	0.5	10	9	-2
COC(=O)c1ccccc1NC(=O)CSc1nncn1-c1ccccn1	3	0	0	-5	-3	0.0	-7	-1	-5
Nc1c(N(CCO)C(=O)COc2ccc(Cl)cc2)c(=O)[nH]c(=O)n1Cc1ccccc1	3	-1	0	22	5	7.9	1	-9	-12
CC(=O)c1ccc(NC(=O)c2cc(C)no2)cc1	-4	1	1	-6	6	1.3	2	-23	-9
O=C(O)c1ccc(S(=O)(=O)N2CCC3(CC2)CC(=O)c2ccccc2O3)cc1	-1	2	1	2	11	1.0	1	-5	-4
CN(CC(=O)NCc1cccnc1)S(=O)(=O)c1ccccc1	0	1	2	7	-5	0.3	11	7	-5
COc1cc(/C=N/NC(=O)C(C)Nc2n[nH]c(=O)[nH]c2=O)cc(OC)c1O (configuration not stated)	3	-2	0	-2	-2	0.0	-2	5	5
C=C(C)COc1ccc(-c2nc(N)ncc2Oc2ccccc2OCC)c(O)c1	-3	-2	0	-4	-5	-0.3	-4	-3	12
COc1cc(NC(=O)c2cccc3c2C(=O)N(C2CCCCC2)C3)cc(OC)c1OC	-6	-4	11	6	0	4.5	12	7	15
C/C(=N\Nc1ccc(C(=O)c2c(C)cc3ccccn23)cc1[N+](=O)[O-])c1ccc(O)cc1	7	1	1	22	4	2.7	-2	-1	-11
CCOC(=O)c1ccc(-n2c(CCC(=O)O)ccc2-c2ccc(F)cc2)cc1	-15	1	16	8	-12	7.1	17	14	1
CC(C)CN(C(=O)COc1ccc(Br)cc1C=O)C1CCS(=O)(=O)C1 (configuration not stated)	-2	0	1	5	6	1.0	14	-4	-6
COc1ccc(-c2csc(C(C)(O)c3cccc(OC)c3)n2)cc1 (configuration not stated)	-8	3	11	10	-1	7.6	13	1	10
CCC(C)Sc1cccc(-c2nc3ccc(C)cn3c2NCc2ccccc2)c1 (configuration not stated)	-26&-20	0&0	13&6	-10&-2	-8&-8	1.9&4.9	23&20	47*	-1&6
CCN(CC)S(=O)(=O)c1ccc(Cl)c(NC(=O)c2cc(Cl)cc(Cl)c2)c1	0	-2	0	23	0	1.0	0	10	-16
COCCSc1ccccc1C(=O)NCc1cccnc1	-4	-3	2	27	0	0.6	-18	-11	-11
COc1ccc(C2=CC(=O)C[C@H](c3ccc(OC)c(OC)c3)C2)cn1	4	2	2	-17	-3	-0.1	1	5	2
COC(=O)c1cc(C(=O)N2CCc3ccccc32)cc([N+](=O)[O-])c1	-1	-1	1	10	1	1.0	3	7	-4
O=C(Nc1ccccc1C(=O)N1CCN(Cc2ccccc2)CC1)c1ccccn1	-3	2	7	19	-2	2.0	1	-1	-6
O=C(O)c1cccc2c1C(=O)N(c1ccc3c(c1)Cc1ccccc1-3)C2=O	1	0	0	-12	-2	-0.4	11	1	3
CC(Oc1ccccc1F)c1nnc(SCC(=O)NCc2ccc3c(c2)OCO3)o1 (configuration not stated)	-1	0	0	16	3	-0.4	1	0	-17
CC1CCCCN1S(=O)(=O)c1ccc2c(c1)oc(=O)n2CC(=O)O (configuration not stated)	4	-3	4	15	6	0.6	-7	-8	-8
